Screens (PubChem BioAssay)
IL1B secr inh = inhibitors of inflammasome signaling (IL-1 beta secretion) | activity change, % at 57.5 µM | actives 4.7% (n = 360,000) | THP-1 LPS/ATP IL-1B secretion, AlphaLISA, 16 h; active compounds read low | AID 743279; in the data active means activity change below about -50%; inconclusive means mostly about -30% to -49%; further: on the % scale 0 is the no-effect control and ±100 the full control effect
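Secreted IL-1B measured by AlphaLISA bead assay after 16 h compound exposure of THP-1 cells; compounds (final up to 57.5 uM) added 1 h before LPS (250 ng/mL) and ATP (1.25 mM) stimulation; lower signal means less secretion.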
ATXN viability = viability counter-screen for ATXN expression inhibitors; Potency, µM (doses to about 56.7 µM), most hits filed as cytotoxic; actives 0.49% (n = 400,000); S2 cells (HEK-293 line with an ATXN2-luciferase reporter) viability, CellTiter-Fluor protease fluorescence, 24 h; AID 651635; further: potency means the concentration at half of the fitted maximal effect; nearly all actives have a fitted effect of over 40% in size
HT1080 IDH1KD tx = HT-1080 IDH1 knockdown cell toxicity (counter line); Potency, µM (top dose mostly 46.1 µM), without a hit: at the highest dose activity, negative = toxicity, usual class: cytotoxic; actives 2% (n = 360,000); AID 686971; HT-1080 IDH1 knockdown viability, ATP luminescence, 48 h;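 further: potency means the concentration at half of the fitted maximal effect; 0% = DMSO wells and -100% = cell-free medium wells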
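Cytotoxicity counter-line: IDH1KD HT-1080, 48 h, CellTiter-Glo. Curves classed by r2, magnitude and activity.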
KB-3-1 cytotox = KB-3-1 parental cell cytotoxicity; KB-3-1 viability, CellTiter-Glo ATP luminescence, 72 h; Potency, µM (top dose mostly 46.1 µM), for the others: at the highest dose activity change, negative = cytotoxic, hits mostly cytotoxic; actives 1.4% (n = 400,000); AID 1347075; further: potency means the concentration at half of the fitted maximal effect; on the % scale 0 is the no-effect control and ±100 the full control effect; nearly all actives have a fitted effect of over 60% in size
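KB-3-1 parental drug-naive adenocarcinoma cells in DMEM/10% FBS, incubated 72 h at 37 C with pin-transferred compounds across a concentration series. Viability by CellTiter-Glo luminescence; concentration-response curves fitted after normalization.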
HepG2 viability = kills HepG2 cells in TGF-b inhibitor counter-screen | AID 588856 | actives 0.76% (n = 410,000) | HepG2 CAGA-GFP viability, ATP luminescence, 18 h | Potency, µM (series often up to 46.1 µM), inactives show at the top dose activity change, negative = cytotoxicity, most hits filed as cytotoxic; further: potency means the concentration at half of the fitted maximal effect; some results filed as inactive show a strong effect at the top dose
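CellTiter-Glo luminescence gave cytotoxicity after 18 hours at 37 degrees C. The cells were HepG2 CAGA-GFP in 1% FBS DMEM, stimulated with 500 pg/mL TGF-beta after compound addition. %Activity was normalised to no-cell wells (complete cell-killing) and DMSO (no toxicity), and curves were fitted and classified.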
ATXN2 expr inh = reduces ATXN2 reporter expression in HEK-293 cells; HEK-293 ATXN2-luciferase reporter, luminescence, 24 h; Potency, µM (doses to about 57 µM), for inactives: top-dose activity change, negative = inhibition, usual class: inhibitors; actives 0.72% (n = 360,000); AID 1745845; further: potency means the concentration at half of the fitted maximal effect; on the % scale 0 is the no-effect control and ±100 the full control effect; nearly all actives have a fitted effect of over 55% in size
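ATXN2-luciferase reporter cells (luciferase flanked by upstream and downstream ATXN2 gene portions) were treated 24 h at 37 °C with compounds at up to 57 uM. SteadyGlo luminescence gave expression; GF-AFC fluorescence gave viability.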
HT1080-NT tox = kills 2HG-producing HT-1080-NT fibrosarcoma cells; Potency, µM (series often up to 46.1 µM), for inactives: at the top dose activity, negative = less viability, most hits filed as cytotoxic; HT-1080-NT fibrosarcoma viability, CellTiter-Glo ATP luminescence, 48 h; actives 1.6% (n = 360,000);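 further: NT is the 2HG producing partner of a matched IDH1 knockdown line; potency means the concentration at half of the fitted maximal effect; 0% = DMSO-treated cells and -100% = media-only wells without cells; nearly all actives have a fitted effect of over 55% in size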
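HT-1080-NT fibrosarcoma cells (2HG-overproducing), 750 cells/well in RPMI with 5% FBS, dosed after 2 h and incubated 48 h at 37C. CellTiter-Glo luminescence normalized to DMSO and no-cell wells; concentration-response curves fitted and classed.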
MCF10A rerep = induces DNA re-replication in MCF 10a normal breast cells; MCF 10A DNA re-replication, Hoechst nuclear intensity, 48 h; Potency, µM (series often up to 46.1 µM), for inactives: top-dose activity, positive = re-replication, hits mostly activators; actives 2.9% (n = 350,000); further: potency means the concentration at half of the fitted maximal effect; % of control where 0% means no effect; nearly all actives have a fitted effect of over 50% in size
SW480 rereplic = induces DNA re-replication in SW480 colon adenocarcinoma cells. Potency, µM (doses to about 46.1 µM), for inactives: top-dose re-replication activation, most hits filed as activators. SW480 DNA re-replication, Hoechst DNA content imaging, 48 h. actives 1.8% (n = 340,000); further: potency means the concentration at half of the fitted maximal effect; % of control where 0% means no effect; nearly all actives have a fitted effect of over 55% in size
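Hoechst fluorescence of nuclei (405 nm excitation, 500-530 nm emission) measured by plate-scanning imager after 48 hr compound exposure at 37 C; re-replication scored as increased number of nuclei with elevated intensity.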
* = called active by the depositor; i = inactive; ? = inconclusive; . = no result given; [ ] = another dose, or the depositor's remark. Unless noted, the call rests on the fitted dose curve; in most records, active means well fitted curve in the direction sought with a large enough effect; inconclusive means small, poorly fitted or top-dose-only effect, or another doubt; inactive means no such curve, though single readings can be large; an effect the other way counts as inactive or inconclusive.

SMILES | IL1B secr inh | ATXN viability | HT1080 IDH1KD tx | KB-3-1 cytotox | HepG2 viability | ATXN2 expr inh | HT1080-NT tox | MCF10A rerep | SW480 rereplic
OC(CNCc1ccc(F)cc1)(c1ccccc1)c1ccc(F)cc1 (stereo not given) | ? | ? | -15.0% | ? | -37.3% | -18.3% | -5.8% | 4.7% | 1.7%
N#Cc1c(C(F)(F)F)cc(-c2cccs2)nc1SCC(=O)Nc1cccc(Cl)c1 | . | i | . | 2.2% | -6.2% | -5.8% | . | . | .
O=C(CN1CCCCCCC1)Nc1ccc(Cl)cc1Cl | -0.4 | i | -8.8% | -7.6% | -14.1% | 17.6% | -5.0% | ? | 3.7%
CC(C)C[C@H]1COc2cccc(N3CCSCC3)c2S(=O)(=O)N1 | 33.3 | ? | 0.5% | 23.1% | . | -20.1% | 8.1% | . | .
Cn1cc(Cl)c(-c2n[nH]c(=S)n2C2CCCCC2)n1 | 12.2 | i | -8.0% | 18.5% | -7.1% | 24.9% | -0.7% | 8.5% | -3.0%
CN1/C(=C/c2cccc[n+]2C)Sc2ccccc21 | -67.0* | i | ? | 1.46µM* | -37.3% | ? | ? | 9.2µM* | ?
Cc1ccc(Cn2c(C(=O)O)c(CNC3CCCCCC3)c3ccc(C)cc32)cc1 | . | i | . | 14.8% | -5.0% | -1.6% | . | . | .
Oc1ccc(Cc2ccccc2Cl)c(O)c1 | -4.1 | i | 5.1% | -0.9% | -36.3% | -14.4% | 3.8% | 1.2% | 2.8%
COc1ccc(-c2nc3ccccc3nc2-c2ccccc2)cc1OC | -62.1* | i | -4.9% | -16.4% | -9.8% | -13.9% | -6.7% | ? | -5.7%
O=C(NCc1ccc2c(c1)OCO2)Nc1ccc2ccccc2c1 | 3.6 | i | 6.7% | -21.0% | 6.0% | -4.2% | 9.1% | -9.7% | -5.1%[9.22 µM]
COc1ccccc1NC(=O)C1CC(=O)N(c2ccc(F)cc2)C1 (stereo not given) | -3.5 | i | -2.5% | 0.3% | -19.3% | 0.1% | 3.3% | 6.2% | -0.6%
COC(=O)c1c(NC(=O)COc2ccc(Cl)cc2Cl)sc2c1CC(C)(C)NC2(C)C | -99.6* | i | -12.8% | ? | 0.3% | -3.6% | -2.0% | 3.26µM* | ?
COc1cc(C(=O)OCC(=O)Nc2cc(S(=O)(=O)N3CCOCC3)ccc2C)ccc1OCC(C)C | 9.1 | i | 0.2% | 4.8% | -3.9% | 1.1% | 3.3% | 1.0% | -19.5%
COc1cc(NC(c2ccccc2)c2ccccc2)cc(OC)c1OC | 0.0 | i | -0.1% | 7.9% | -31.1% | . | -5.0% | -1.8% | -1.7%
CCN1CCCC1CN(Cc1cc2cc(C)ccc2[nH]c1=O)C(=O)Nc1ccccc1OC (stereo not given) | -12.2 | i | -22.9% | -1.6% | -38.1% | -2.1% | -7.5% | 2.9% | -1.8%
CCCc1cc(=O)[nH]c(SCC(=O)N(Cc2ccccc2)C(C)C)n1 | -6.7 | i | 3.0% | 8.6% | 3.2% | 7.7% | 14.2% | -5.7% | 1.7%[9.22 µM]
COc1ccccc1CN(C)C(=O)c1sccc1-c1ccccc1 | i | i | -16.2% | 9.1% | 0.0% | -17.3% | -5.6% | ? | -21.7%
CCn1c(=O)c2c(nc(SCC(=O)Nc3ccccc3)n2C)n(C)c1=O | 41.9 | i | 13.5% | -4.0% | -23.1% | -10.9% | 22.9% | -6.0% | -11.0%
O=C(O)C1CC=CCC1C(=O)Nc1cccc(Cl)c1 (stereo not given) | 57.6 | i | 3.0%[9.24 µM] | 8.0% | -0.8% | -5.3% | 3.6% | -1.1% | -9.5%
COc1cccc(-c2ccc(NC(=O)C3CCCN(Cc4cnc(C)n4C)C3)cc2)c1 (stereo not given) | -15.6 | ? | -18.6% | . | -24.0% | -22.5% | -9.8% | ? | -1.7%
COc1ccc(-c2nn(-c3ccccc3)cc2C(=O)NC(=S)N2CCOCC2)cc1OC | -18.8 | i | ? | 1.0% | -2.7% | -22.7% | ? | ? | ?
COc1ccc(CCNC(=O)c2ccc3c(c2)ncn3-c2ccc(C(C)C)cc2)cc1OC | . | ? | . | -16.0% | -37.7% | 25.1µM* | . | . | .
COc1cc(OC)c(Nc2nc3ccccc3nc2-n2nc(C)cc2C)cc1Cl | . | i | . | 4.6% | 11.6% | -3.2% | . | . | .
Cc1[nH]ncc1-c1ccccc1Cl | 11.8 | i | 4.4% | 1.4% | -1.9% | . | 2.7% | 7.3% | ?
CCOC(=O)c1c(C)[nH]c(C)c1S(=O)(=O)N(C)CC(=O)Nc1ccc(OC)cc1 | . | i | . | 2.0% | -15.4% | 4.7% | . | . | .
Cc1ccc(CNC(=O)C2CCCN2C(=O)Nc2ccc(F)cc2)cc1 (stereo not given) | 0.0 | ? | 8.1% | 8.9% | 15.1% | -2.8% | 5.2% | -3.0% | 19.7%
O=[N+]([O-])c1ccc(Sc2nnnn2-c2ccccc2)c(Cl)c1 | 5.9 | i | 10µM* | ? | -94.7% | 5.8% | 8.91µM* | 4.11µM* | ?
COc1ccc(CCCC(=O)NCC(=O)N/N=C/c2cc(Cl)ccc2OC)cc1 | 0.0 | i | -1.7% | -2.9% | -27.1% | -3.3% | -4.9% | -44.9%[inhibitor] | -10.6%
CCCNC(=O)C1(C)CCN(C(=O)c2sccc2C)C1 (stereo not given) | 1.6 | i | ? | 0.0% | -23.6% | 13.6% | 16.1% | . | .
Cc1sc2nc(SCc3nc(-c4cccs4)no3)n(-c3ccccc3)c(=O)c2c1C | -1.2 | i | 2.5% | -10.2% | -1.5% | -2.8% | -2.1% | 5.0% | -2.1%
O=S(=O)(Cc1ccccc1)C1CCCCC1O (stereo not given) | 31.0 | i | 17.0% | -4.7% | 9.0% | -16.5% | 6.1% | -0.7% | -5.5%
O=C(CSc1nnc(NC(=O)c2ccccc2Cl)s1)NC1CC1 | -1.6 | i | -9.0% | -9.7% | -27.8% | 13.7% | 0.1% | -1.3% | -3.7%
CCN(CC)S(=O)(=O)c1cccc(C(=O)N[C@H](C(=O)NNC(=O)c2ccccc2)C(C)C)c1 | 9.2 | ? | 8.2% | 0.4% | 23.9% | -0.9% | ? | -10.1% | -4.1%
NC(=O)CSc1nc2cc(Cl)ccc2c(=O)n1C1CCCCC1 | -11.2 | i | -19.8% | -11.9% | -0.9% | -10.1% | ? | ? | 8.0%
O=C(Nc1cc(Cl)ccc1Cl)C1(c2cccs2)CCOCC1 | . | i | . | -16.8% | -0.6% | -19.2% | . | . | .
CCOC(=O)c1ccccc1NC(=O)c1c(N)n(C)c(=O)[nH]c1=O | 26.7 | i | 9.0% | 0.0% | -21.1% | 11.8% | 4.5% | -1.1% | 0.0%
Cc1ccc(N=C2SCCCN2C(=O)c2ccco2)cc1Cl | -15.1 | i | 1.1% | 7.9% | -24.0% | 3.8% | -5.5% | 15.2% | 2.7%
COc1cccc(NC(=O)CN2C(=O)CSc3ccc(S(=O)(=O)N4CCCCC4)cc32)c1 | -23.0 | i | -11.6% | ? | -35.3% | . | -20.4% | ? | 1.9%
O=C1CCN(S(=O)(=O)c2cc(C(F)(F)F)ccc2Cl)CC1 | 21.3 | i | 4.8% | -20.0% | 1.0% | 11.6% | 7.8% | -5.6% | -15.9%
O=C(NCCCN1CCOCC1)C(=O)NCc1ccccc1Cl | 14.5 | i | 15.4% | 6.0% | -12.4% | 4.5% | 12.7% | ? | -17.1%[1.84 µM]
O=C(NN=Cc1ccccc1C(=O)O)C(=O)NN=Cc1ccccc1C(=O)O | 9.5 | i | 5.6% | -2.5% | -7.5% | 3.5% | 14.0% | -0.1% | -4.8%
CCOc1ccc(CNc2nc3nc(C)c(Cc4ccccc4)c(=O)n3[nH]2)cc1 | . | i | . | 0.3% | -2.5% | 8.5% | . | . | .
CC(=O)Nc1sc2c(c1C(c1ccc(Cl)cc1)N1CCOCC1)CCCC2 (stereo not given) | ? | i | 0.0% | ? | 1.9% | -23.3% | 1.4% | ? | 3.0%
O=C(O)CCCNC(=O)c1cncc(O)c1 | 1.4 | i | 0.0% | 3.0% | 8.3% | 5.8% | -0.7% | 3.7% | -4.4%
O=S(=O)(Cc1ccccc1)NCc1cccnc1 | -6.5 | i | 0.2% | 3.9% | -2.2% | -0.4% | 6.9%[9.24 µM] | 1.6% | -3.5%
Cc1ccc(-c2cc(C(=O)NCCCN3CCCC3)c3ccccc3n2)cc1C | -73.1* | i | ? | ? | -26.7% | -39.0% | ? | 18.9% | 0.1%
NC(=O)C1=C[C@@H](C2CCCCC2)C[C@@H](OCCCCO)O1 | 14.4 | i | 2.7% | 0.0% | 3.8% | -2.9% | 6.0% | 1.4% | -10.2%

A portion of the results above:
SMILES | IL1B secr inh | ATXN viability | HT1080 IDH1KD tx | KB-3-1 cytotox | HepG2 viability | ATXN2 expr inh | HT1080-NT tox | MCF10A rerep | SW480 rereplic
O=C(NCCCN1CCOCC1)C(=O)NCc1ccccc1Cl | 14.5 | i | 15.4% | 6.0% | -12.4% | 4.5% | 12.7% | ? | -17.1%[1.84 µM]
O=C(NN=Cc1ccccc1C(=O)O)C(=O)NN=Cc1ccccc1C(=O)O | 9.5 | i | 5.6% | -2.5% | -7.5% | 3.5% | 14.0% | -0.1% | -4.8%
CCOc1ccc(CNc2nc3nc(C)c(Cc4ccccc4)c(=O)n3[nH]2)cc1 | . | i | . | 0.3% | -2.5% | 8.5% | . | . | .
CC(=O)Nc1sc2c(c1C(c1ccc(Cl)cc1)N1CCOCC1)CCCC2 (stereo not given) | ? | i | 0.0% | ? | 1.9% | -23.3% | 1.4% | ? | 3.0%

Outcome played no part in choosing rows. About 8.9% of those tested had a hit in this group.
